# FEN1 inh: human FEN1 inhibition. P39748. Recombinant FEN1 flap cleavage, fluorescence, 15 min. Potency, µM (doses to about 114 µM), for the others: at the highest dose activity change, negative = inhibition, most hits filed as inhibitors. 0.35% of 390,000 active. AID 588795; note: nearly all actives have a fitted effect of over 65% in size
# Target sequence (P39748 whole entry, looked up): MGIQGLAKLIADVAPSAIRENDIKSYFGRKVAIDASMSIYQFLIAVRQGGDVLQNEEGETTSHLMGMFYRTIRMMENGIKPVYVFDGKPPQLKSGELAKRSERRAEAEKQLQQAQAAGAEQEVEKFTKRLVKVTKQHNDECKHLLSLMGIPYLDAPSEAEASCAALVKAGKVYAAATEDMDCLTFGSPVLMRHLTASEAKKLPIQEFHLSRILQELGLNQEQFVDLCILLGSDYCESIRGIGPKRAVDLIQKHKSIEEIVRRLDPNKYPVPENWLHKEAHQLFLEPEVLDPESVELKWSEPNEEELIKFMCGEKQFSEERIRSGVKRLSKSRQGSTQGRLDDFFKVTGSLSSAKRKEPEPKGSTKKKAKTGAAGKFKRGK
#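 Recombinant FEN1 (10 nM) was preincubated with pin-transferred compounds for 15 min at room temperature, then flap DNA substrate (50 nM final) was added. Plates were read at 0 and 15 min, and normalized concentration–response data were fitted to a four-parameter Hill equation.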
# N370S GC mod: inhibitors or activators of N370S glucocerebrosidase for Gaucher disease. P04062. N370S GC spleen homogenate, 4MU-glucoside fluorescence. Potency, µM (highest dose often 59.4 µM), without a hit: at the top dose activity change, negative = inhibition, hits mostly inhibitors. 0.092% of 330,000 active;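 note: 0% = full enzyme activity and -100% = no enzyme basal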
# TDP1 block: blocks human tyrosyl-DNA phosphodiesterase 1; Q9NUW8; Potency, µM (titrated, usually from 130 µM), for the others: top-dose activity change, negative = inhibition, most hits filed as inhibitors; 0.28% of 350,000 active; recombinant TDP1, AlphaScreen DNA substrate cleavage; AID 485290; note: nearly all actives have a fitted effect of over 40% in size
# Target sequence (Q9NUW8 whole entry, looked up): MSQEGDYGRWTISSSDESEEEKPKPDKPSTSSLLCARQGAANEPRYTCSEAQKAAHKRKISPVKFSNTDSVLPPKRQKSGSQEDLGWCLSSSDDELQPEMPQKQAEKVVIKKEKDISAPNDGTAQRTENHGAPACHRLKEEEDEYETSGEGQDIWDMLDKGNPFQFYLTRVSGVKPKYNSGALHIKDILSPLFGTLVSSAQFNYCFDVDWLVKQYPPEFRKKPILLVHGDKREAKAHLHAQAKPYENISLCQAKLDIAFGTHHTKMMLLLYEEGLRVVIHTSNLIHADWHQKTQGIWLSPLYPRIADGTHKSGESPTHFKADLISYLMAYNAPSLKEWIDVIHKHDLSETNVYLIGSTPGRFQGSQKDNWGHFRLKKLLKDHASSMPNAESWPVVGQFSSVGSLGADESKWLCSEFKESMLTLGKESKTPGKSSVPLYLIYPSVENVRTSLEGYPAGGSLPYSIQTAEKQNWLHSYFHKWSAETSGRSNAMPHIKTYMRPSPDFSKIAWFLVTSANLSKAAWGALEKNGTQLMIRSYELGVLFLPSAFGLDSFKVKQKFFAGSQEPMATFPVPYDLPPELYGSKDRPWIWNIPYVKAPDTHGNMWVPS
#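 E. coli-derived human Tdp1, 1 nM final. Cpd preinc 15 min RT; substrate 15 nM final, 5 min RT; AS bead mix 10 ug/ml final, 10 min RT. Signal loss = tyrosine-FITC cleavage. No-enzyme wells = max signal.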
# An asterisk follows results filed as active; ? = inconclusive; nt = no result given; & = joins results of further samples; [ ] = remark or other dose. Calls come from the whole dose curve; as a rule, active = well fitted curve in the direction sought with a large enough effect; inconclusive = small, poorly fitted or top-dose-only effect, or another doubt; inactive = no such curve, though single readings can be large; an effect the other way counts as inactive or inconclusive. Unless noted, % is set by controls: 0 for no effect and ±100 for the full control effect; potency is the fitted concentration of half-maximal effect.
# The first four compounds, ahead of the listing:
SMILES	FEN1 inh	N370S GC mod	TDP1 block
Cc1ccc(C2CCN(C(=O)Nc3ccc(F)cc3)C2)cc1 (stereo not drawn)	-1%	-6%	0%
O=C(OCc1cc(=O)n2c(n1)sc1ccccc12)c1ccc(O)cc1O	10%	12%	nt
Cc1[nH]c2ccccc2c1C1(O)C(=O)N(Cc2ccc(Cl)cc2)c2ccccc21 (stereo not drawn)	-21%	nt	2%
O=C/C=C/c1c(-c2ccccc2)cc2oc3ccccc3cc1-2	-26%	4%	nt

# Results, previewed entries included:
SMILES	FEN1 inh	N370S GC mod	TDP1 block
Cc1ccc(C2CCN(C(=O)Nc3ccc(F)cc3)C2)cc1 (stereo not drawn)	-1%	-6%	0%
O=C(OCc1cc(=O)n2c(n1)sc1ccccc12)c1ccc(O)cc1O	10%	12%	nt
Cc1[nH]c2ccccc2c1C1(O)C(=O)N(Cc2ccc(Cl)cc2)c2ccccc21 (stereo not drawn)	-21%	nt	2%
O=C/C=C/c1c(-c2ccccc2)cc2oc3ccccc3cc1-2	-26%	4%	nt
CCCCCc1ccc(-c2ccc(OCC)cc2)nc1	0%	1%	-6%
Cc1cccc(NC(=O)CSCC(=O)N(CCC(C)C)c2c(N)n(Cc3ccccc3)c(=O)[nH]c2=O)c1	6%	-19%	-7%[0.505 µM]
COC(=O)Cc1[nH]nc2c1C1(C(=O)N(Cc3ccccc3)c3ccccc31)C(C#N)=C(N)O2 (stereo not drawn)	3%	-13%	2%
Cc1cccc(OC(=O)c2cn(C)nc2C(F)(F)F)c1C	-4%	-10%	1%
CN1CCN(S(=O)(=O)c2cccc(C(=O)O)c2)CC1	17%	-6%	5%
CCCc1nnc(N2C(=O)c3oc4ccc(F)cc4c(=O)c3C2c2ccc(C(=O)OC)cc2)s1 (stereo not drawn)	1%	nt	2%
C/C=C1\COC(C(=O)NCCCN2CCCC2=O)(C(F)(F)F)C=C1C=C(C)C (stereo not drawn)	-17%&-18%	-2%	3%
CN(C)c1ccc(C(=S)N2CCCC2)cc1Br	4%	-4%	nt
COc1ccc(C)cc1Nc1n[n+](-c2ccccc2)c(-c2cc([N+](=O)[O-])cc(OC)c2O)s1	0%	-20%	nt
Cc1ccc(C2(C)NC(=O)N(CC(=O)NCCC3=CCCCC3)C2=O)cc1 (stereo not drawn)	-10%	-23%	5%
COc1ccc(CNC(=O)Cn2ncc3c([nH]c4ccccc43)c2=O)cc1	-2%	nt	-6%
CCCC(=O)Nc1ccc(Cl)c(NC(=S)NC(=O)c2cc3ccccc3o2)c1	6%	8%	5%
O=C(NCC1CCCO1)c1ccc2c(=O)n(Cc3cccc(Br)c3)c(=S)[nH]c2c1 (stereo not drawn)	-9%	-10%	-5%
Fc1ccccc1CN1CCN(c2ncccn2)CC1	-7%	1%	nt
C[C@H]1Cc2c(COc3ccccc3)nc3c(c2CO1)CN(C(=O)c1cccnc1)CC3	nt	-11%[12.8 µM]	7%[21 µM]
Cc1ccc2cc(C=O)c(N3CCOCC3)nc2c1C	-5%	-2%	nt
COc1ccc(Oc2ccc(-c3ccn[nH]3)cc2)cc1	2%	9%	4%
CCCc1c(-c2ccc(O)cc2)nn(-c2ccc(O)cc2)c1-c1ccc(O)cc1	-2%	?	11%[56.1 µM]
CCCN(C(=O)CCn1cnc2onc(-c3ccc(F)cc3)c2c1=O)c1ccccc1C	-13%	nt	2%
COc1ccc(-n2nc(C(=O)NCC(=O)NCc3cccc(F)c3)c3ccccc3c2=O)cc1Cl	3%	4%	11%
Cc1c(NS(=O)(=O)c2ccc3c(c2)CCN3C(=O)C2CC2)c(=O)n(-c2ccccc2)n1C	2%	16%	7%
Cc1ccc(NC(=O)c2c(NC(=O)Cc3ccccc3)sc3c2CCC3)cc1	-25%	nt	-8%[12.3 µM]
O=C(/C=C/c1ccco1)NC(=S)Nc1ccc(N2CCOCC2)c(Cl)c1	-5%	5%	3%
COc1ccc(NC(=O)NC2COc3ccccc3C2)cc1Cl (stereo not drawn)	0%	nt	5%
COc1ccc(/C=C2\CCCc3c2nc2ccc(C)cc2c3C(=O)O)cc1O	-4%	?	0%
CCOC(=O)CSc1n[nH]c(NC(=O)NC(C)C)n1	-12%	-1%	nt
CN(CC(=O)Nc1ccc(C(N)=O)cc1)CC(=O)Nc1ccccc1Cl	-2%	-6%	6%
Cc1ccc(S(=O)(=O)N(CC(=O)NCc2cccnc2)c2ccc(F)cc2)cc1	-9%	0%	10%
Cc1noc(C)c1NC(=O)N(C)C[C@H]1Oc2c(NC(=O)NC(C)C)cccc2C(=O)N([C@H](C)CO)C[C@@H]1C	6%	nt	0%
COc1ccccc1NC(=O)N1CCCC1	2%	6%	-2%
COc1cccc(NC=C2C(=O)OC3(CCCCC3)OC2=O)c1	-7%	10%	2%
O=C(Nc1ccncc1)c1ccc(NS(=O)(=O)c2ccc3[nH]c(=O)[nH]c3c2)cc1	-3%	-12%	7%
COc1c2c(nc3occc13)C(CC=C(C)C)(OC)C(O)CC2 (stereo not drawn)	8%	-2%	6%
COc1cc(OC)cc(C(=O)Nc2ccc3nc(N4CCC(C)CC4)cc(C)c3c2)c1	-24%	nt	-3%
O=C(O)c1c2c(nc3ccccc13)/C(=C/c1ccc(OC(F)F)cc1)CCC2	12%	-6%	10%
Cc1nnc(SCC(=O)Nc2ccc(Br)cn2)[nH]c1=O	0%	8%	4%
O=C(Cc1cccc2ccccc12)NCCOc1ccccc1F	-6%	6%	1%
CC(C)(C)c1ccc(/C=C2\Oc3c(ccc(O)c3CN3CCN(CCO)CC3)C2=O)cc1	-19%	?	0%
O=C(NCCN1CCN(C(=O)c2ccc(F)cc2)CC1)c1ccc(F)cc1	-2%	0%	4%[56.1 µM]
O=C(CSc1nnc(COc2ccccc2)n1Cc1ccco1)NCc1ccco1	-18%	2%	nt
CCOCCCNC(=O)c1ccc2c(=O)n(CCc3ccc(OC)c(OC)c3)c(=O)[nH]c2c1	-14%	nt	-1%
O=C(NNC(=O)C1CC1)c1ccc(F)cc1F	-11%	nt	2%
CCCCCCn1c(SCCC)nc2c1c(=O)[nH]c(=O)n2C	8%	-3%	3%
O=C(CSc1nc2ccccc2c(=O)[nH]1)Nc1nc(-c2ccc(Br)cc2)cs1	?	1%	13µM*
Cn1c(Cn2c3ccccc3c3ccccc32)n[nH]c1=S	15%	-5%	3%
CCCCCC1=CCC/C1=N\NC(=O)c1ccc2c(c1)OCO2	-11%	10%	7%

# Compound profiles, as listed above. Order of values: FEN1 inh, N370S GC mod, TDP1 block
# COc1ccccc1NC(=O)N1CCCC1 in the list: 2%, 6%, -2%
# O=C(/C=C/c1ccco1)NC(=S)Nc1ccc(N2CCOCC2)c(Cl)c1 in the list: -5%, 5%, 3%
# Cc1ccc(S(=O)(=O)N(CC(=O)NCc2cccnc2)c2ccc(F)cc2)cc1 in the list: -9%, 0%, 10%
# Cc1noc(C)c1NC(=O)N(C)C[C@H]1Oc2c(NC(=O)NC(C)C)cccc2C(=O)N([C@H](C)CO)C[C@@H]1C in the list: 6%, nt, 0%
# O=C(CSc1nc2ccccc2c(=O)[nH]1)Nc1nc(-c2ccc(Br)cc2)cs1 in the list: ?, 1%, 13µM*

# More compounds:
SMILES	FEN1 inh	N370S GC mod	TDP1 block
CSCCCNC(=S)N1CCN(S(=O)(=O)c2cccc(C(F)(F)F)c2)CC1	-2%	-24%	0%
COc1ccc(N(CC(=O)NC2CCCCC2C)S(=O)(=O)c2c(C)nn(C)c2C)cc1 (stereo not drawn)	-6%	-4%	nt
CC(C)Nc1ncnc2ccc(Br)cc12	5%	3%	5%
Cc1nc2ccc(C(=O)N3CCCC(CO)(Cc4ccc(F)cc4F)C3)cc2nc1C (stereo not drawn)	3%	-11%	3%
COc1cc(C(=O)NNC(=O)c2n[nH]c3ccccc23)cc(OC)c1OC	-6%	nt	2%
CN(C)c1ccc(-c2nc(N(C)C)c3ccccc3n2)cc1	nt	-5%	10%[56.1 µM]
Cc1ccc(S(=O)(=O)NC(=NC(C)C(=O)O)c2ccccc2)cc1 (stereo not drawn)	-1%	-5%	2%
CC(C)CN(C(=O)CN(C)C(=O)Cc1ccc(Cl)cc1)c1c(N)n(CC(C)C)c(=O)[nH]c1=O	-4%	-1%	-11%[0.505 µM]
O=C(COC(=O)CC1CC2CCC1C2)Nc1ccc(F)cc1 (stereo not drawn)	-7%	-22%	5%
CNC(=O)NC(=O)C(c1ccccc1)N(C)CC1COc2ccccc2O1 (stereo not drawn)	-15%	1%	1%
CC(C)C(NC(=O)c1ccc2c(c1)OCO2)C(=O)N/N=C\c1ccco1 (stereo not drawn)	-13%	4%	0%
COc1ccc(S(=O)(=O)Nc2cccc(S(=O)(=O)NC3=NCCC3)c2)cc1[N+](=O)[O-]	-5%	-5%	-9%[0.505 µM]
CCN(CC)C(=O)CN(c1cc(Cl)ccc1OC)S(C)(=O)=O	9%	4%	2%
COc1ccccc1N1CCN(C2=CC(=O)CCC2)CC1	8%	7%	-6%
COc1nc(N2CCOCC2)nc(C)c1[N+](=O)[O-]	4%	-4%	0%
CC(=O)Nc1ccc(/C(C)=N/NC(=O)C2CC2c2ccccc2)cc1 (stereo not drawn)	-2%	7%	0%
CC(C)CN(C(=O)COC(=O)CCC(=O)c1ccc(F)cc1)c1c(N)n(Cc2ccccc2)c(=O)[nH]c1=O	6%	0%	nt
CCOC(=O)c1nc(C)n(-c2cc(Cl)ccc2Cl)n1	-2%	-18%	-5%
CCCCSc1nnc([C@H](C)NC(=O)OC(C)(C)C)o1	-3%	19%	-2%
COC(=O)c1ccc(C(/C=C/[C@@H](C)C(=O)NCCN2CCCC2)NC(=O)OCc2ccccc2)cc1 (stereo partly drawn)	nt	0%	3%
COCCN1C(=O)C(=O)/C(=C(/O)c2cccc(OC)c2)C1c1ccc(C)o1 (stereo not drawn)	-6%	1%	-10%
NCCCCCc1nnc(SCc2ccc(F)cc2)o1	-7%	nt	-3%
COCCCn1c(SCC(=O)NCc2ccccc2)nc2c(sc3ccccc32)c1=O	-4%	nt	3%
Cc1ccc(OCC(O)CNC2CCCC2)cc1C (stereo not drawn)	-5%	-19%	nt
CC(C)NC[C@H](O)c1ccc(O)c(O)c1	-11%	?	?
CC1(C)NC(=O)N(c2ccc([N+](=O)[O-])c(C(F)(F)F)c2)C1=O	-8%	3%	-5%[56.1 µM]
CCCOC(=O)c1ccc(Oc2c(-c3ccc(O)cc3O)n[nH]c2C)cc1	-7%	24%	7%
Cc1ccc(CN(C)C(=O)c2ccc3c(c2)NC(=O)CS3)o1	-10%	-22%	nt
CC(=O)c1ccc(-n2c(CCC(=O)O)ccc2-c2cccs2)cc1	10%&-3%	-16%	-2%&4%
CC(/C=C1\SC(=S)N(NC(=O)c2ccncc2)C1=O)=C\c1ccccc1	-15%	-19%	8%
Cc1cc(NC(=O)CN2CCC(C)CC2)no1	-8%	-3%	-3%
COCc1nc2c([nH]1)c(=O)n(C)c(=O)n2CC(C)C	1%	-4%&-1%&-1%&9%&-3%	7%[56.1 µM]
CCCOc1cccc(C(=O)Nc2ccc(-c3nc4ccccc4o3)cc2)c1	-2%	nt	0%[12.3 µM]
Cc1csc(=O)n1CCC(=O)OCC(=O)Nc1ccc(S(N)(=O)=O)cc1	1%	nt	0%
COc1ccccc1CNC(=O)CSC1=NCCS1	5%	5%	10%
CN1CCN(C(=O)CN(Cc2ccc(Cl)cc2)S(C)(=O)=O)CC1	-1%	-2%	5%
CN(Cc1ccccc1)C(=O)c1cc2c(=O)n(C)c3ccccc3c2s1	10%	nt	-2%
CCn1c(SC(C)C(=O)N2CCOCC2)nc2sc(C)c(C)c2c1=O (stereo not drawn)	-2%	-5%	nt
CCOc1ccc(/C=N/NC(=O)c2cc(-c3ccccc3)nc3ccccc23)cc1O	-24%	-10%	nt
CSCCC(NC(=O)c1cccc(C)c1)C(=O)NNC(=O)c1cccs1 (stereo not drawn)	-9%	nt	1%
Cn1c(=O)c2c(=O)cc(N)[nH]c2n(C)c1=O	-11%	-10%	0%
COc1ccc(CCNC(=O)CSc2cn(Cc3cccc(C)c3)c3ccccc23)cc1OC	-17%	-10%	4%
CN(Cc1ccccc1)C(=O)c1nc2ccccn2c1CNCCn1cccn1	-5%	-11%	3%
COC(=O)c1c(C)c2c(C)cc3ccccn3c-2c1C(=O)OC	-16%	4%	11%
COc1ccc(-c2nn3c(-c4ccccn4)nnc3s2)cc1OC	8%	-13%	5%

# Bioassay records (PubChem BioAssay)
